# Bioassay records: PubChem BioAssay, National Center for Advancing Translational Sciences (NCATS)
# D2 PAM: HTS Assay for Positive Allosteric Modulators of the Human D2 Dopamine Receptor: Primary Screen for Potentiators; 0.34% of 340,000 active; D(2) dopamine receptor (Homo sapiens), P14416; HEK293 T-REx D2, calcium flux, EC20 dopamine potentiation; potentiation, % at 10 µM;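 active means potentiation over 3 SD above the plate norm, cut at about 30% in these data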; further: 0% is about no effect
# Target sequence (P14416 whole entry, looked up): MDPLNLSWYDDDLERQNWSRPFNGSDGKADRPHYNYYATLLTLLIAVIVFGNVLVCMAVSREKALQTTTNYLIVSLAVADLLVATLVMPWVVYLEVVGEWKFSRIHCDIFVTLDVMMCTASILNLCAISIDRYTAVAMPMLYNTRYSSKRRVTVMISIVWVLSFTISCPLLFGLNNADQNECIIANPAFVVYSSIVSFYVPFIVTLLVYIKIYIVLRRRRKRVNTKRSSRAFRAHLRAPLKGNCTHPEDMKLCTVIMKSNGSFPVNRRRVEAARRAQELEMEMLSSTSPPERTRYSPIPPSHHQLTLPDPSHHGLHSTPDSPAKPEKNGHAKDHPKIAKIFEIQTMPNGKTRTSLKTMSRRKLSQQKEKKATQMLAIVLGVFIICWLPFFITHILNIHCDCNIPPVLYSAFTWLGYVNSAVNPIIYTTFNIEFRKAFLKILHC
#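 Potentiation of an EC20 dopamine calcium response measured kinetically over 180 s, after a preceding 180 s compound-only read flagging agonists. Cells: inducible Hek293 Trex D2 line, 4000/well, cultured overnight at 30 C before dye loading.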
# TRHR agonist: qHTS for Small Molecule Agonists and Allosteric Enhancers of Human TRH Receptor: Primary Screen for Agonists; TRHR cells, calcium flux fluo-8, FDSS agonist mode; 0.18% of 360,000 active; activation, % at 2 µM; Thyrotropin-releasing hormone receptor (Homo sapiens), P34981; further: 0% is about no effect
# Target sequence (P34981 whole entry, looked up): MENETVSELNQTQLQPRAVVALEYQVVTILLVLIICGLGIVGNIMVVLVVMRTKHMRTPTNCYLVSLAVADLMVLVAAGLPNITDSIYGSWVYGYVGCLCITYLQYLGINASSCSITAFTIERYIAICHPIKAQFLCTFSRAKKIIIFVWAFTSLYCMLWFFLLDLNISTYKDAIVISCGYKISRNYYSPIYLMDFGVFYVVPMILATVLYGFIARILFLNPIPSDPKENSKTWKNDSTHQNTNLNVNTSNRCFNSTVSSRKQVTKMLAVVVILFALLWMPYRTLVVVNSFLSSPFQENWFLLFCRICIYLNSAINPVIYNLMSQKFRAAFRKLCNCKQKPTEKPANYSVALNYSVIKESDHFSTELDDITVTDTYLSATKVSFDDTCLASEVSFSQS
#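 TRHR-expressing cells, plated overnight in medium with 10% serum, were loaded with fluo-8 calcium dye at room temperature. After a 10 s baseline, library compound was pin-added and calcium release was recorded kinetically (ex 480/em 530) as agonist response.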
# D2 antag: HTS Assay for Allosteric Antagonists of the Human D2 Dopamine Receptor: Primary Screen for Antagonists | D(2) dopamine receptor (Homo sapiens), P14416 | HEK293 TREx D2 cells, calcium flux, dopamine EC80 | inhibition, % at 10 µM | 2% of 340,000 active; in the data active means inhibition above about 30%; further: 0% is about no effect
#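 In this primary screen, negative modulation is detected by tracking calcium flux after an EC80 dopamine challenge in inducible HEK293 T-REx D2 cells preexposed to test compound for 180 s.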
# D2 ag: HTS Assay for Allosteric Agonists of the Human D2 Dopamine Receptor: Primary Screen for Agonists; activation, % at 2 µM; HEK293 T-REx D2 cells, calcium flux agonist mode; D(2) dopamine receptor (Homo sapiens), P14416; AID 485358, 2010; 0.53% of 340,000 active;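 active means activation over 3 SD above normal in the single-dose calcium agonist read, cut at about 30% in these data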; further: 0% is about no effect
#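 In this primary screen, compounds producing a positive calcium signal within 180 s of addition to tetracycline-induced, force-coupled HEK293 Trex D2 cells are flagged; cells are dye-loaded with a no-wash calcium kit beforehand.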
# D1 PAM: Potentiators of Human D1 Dopamine Receptor: qHTS; D(1A) dopamine receptor (Homo sapiens), P21728; HEK293 TREx D1 cells, calcium flux, dopamine EC20 potentiation; potentiation, % at 10 µM; 0.036% of 360,000 active; in the data active means potentiation above about 30%; further: 0% is about no effect
# TRHR enhancer: qHTS for Small Molecule Agonists and Allosteric Enhancers of Human TRH Receptor: Primary Screen for Enhancers. TRHR cells, fluo-8 calcium fluorescence, EC20 TRH enhancement. Thyrotropin-releasing hormone receptor (Homo sapiens), P34981. AID 493056, 2011. enhancement, % at 2 µM. 0.66% of 360,000 active; in the data active means enhancement above about 30%; further: 0% is about no effect
#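 Enhancer read-out: after compound pinning and an initial kinetic agonist-mode read, an EC20 of TRH (10 nM final) was injected and fluo-8 calcium signal (Ex 480/Em 530) followed at 1 s/cycle for 100 cycles in TRHR-expressing cells.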
# RXFP1 antagonist: qHTS Assay for Antagonists of the Relaxin Receptor RXFP1. Relaxin receptor 1 (Homo sapiens), Q9HBX9. HEK293-RXFP1, relaxin-stimulated cAMP HTRF, 30 min; stronger effect = lower value. activity change, negative = inhibition, % at 57.5 µM. 0.59% of 350,000 active. AID 1259400, 2018;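 active means activity change of -60% or lower, but not beyond a set lower limit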; further: on the % scale 0 is the no-effect control and ±100 the full control effect
# D1 antagonist: Antagonist of Human D 1 Dopamine Receptor: qHTS; 3.2% of 360,000 active; D(1A) dopamine receptor (Homo sapiens), P21728; activity change, negative = inhibition, % at 10 µM; HEK293 TREx D1 cells, calcium flux, dopamine EC80; stronger effect = lower value; in the data active means activity change below about -30%; further: on the % scale 0 is the no-effect control and ±100 the full control effect
#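 Tetracycline-induced HEK293 Trex D1 cells, force-coupled to calcium, dye-loaded; compounds added and read 180 s, then EC80 dopamine added and calcium flux tracked kinetically another 180 s.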
# D1 agonist: Allosteric Agonists of the Human D1 Dopamine Receptor: qHTS; D(1A) dopamine receptor (Homo sapiens), P21728; HEK293 T-REx D1 cells, calcium flux, agonist mode; activation, % at 2 µM; 1% of 360,000 active; further: 0% is about no effect
#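 Agonism was scored from calcium flux recorded over 180 s (1 read/s) after pintool compound addition, following a 10-cycle baseline. Cells were inducible force-coupled HEK293 TREx D1, plated overnight at 30 C and loaded with no-wash calcium dye.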
# The depositor's hits bear a star; . = not tested or not shown. Unless noted, no stated cut-off is given here; in the data, active means activation above about 30%; inactive means the rest.
SMILES	D2 PAM	TRHR agonist	D2 antag	D2 ag	D1 PAM	TRHR enhancer	RXFP1 antagonist	D1 antagonist	D1 agonist
O=C(N/N=C/c1ccco1)c1cc(-c2ccccc2)n[nH]1	-7	0.4	4	-0.5	-7	1	0	-1	-1
Cc1ccc2[nH]c(=O)c(C(c3nnnn3C(C)(C)C)N3CCN(C(=O)c4ccco4)CC3)cc2c1 (stereo not drawn)	0	-0.9	18	-0.8	-5	5	18	2	2
O=C(O)c1ccc(/C=C/c2nc3ccccc3c(=O)[nH]2)cc1	-3	-0.3	1	0.8	2	6	8	-3	7
O=c1[nH]c(C2CCCCC2)nc2ccccc12	.	0.1	.	.	1	8	1	7	1
Cn1c(C(=O)N2CCCc3ccccc32)cc2c(=O)n3ccccc3nc21	10	-0.1	-7	-0.4	-6	5	.	-1	0
CCCC(c1nnnn1CCOC)N(Cc1cc2cc(C)c(C)cc2[nH]c1=O)CC1CCCO1 (stereo not drawn)	6	-0.8	-28	0.8	-6	8	6	33	0
COc1ccc(NC(=S)N(CCCN2CCC(C)CC2)Cc2cccs2)cc1Cl	-8	0.3	5	0.4	-13	2	-20	-21	12
O=C(Nc1ccccn1)C1CCN(C(=O)Nc2ccccc2)CC1	.	0.2	.	.	5	-3	-6	-3	1
O=C(Nc1cccc(C(=O)O)c1)/C(=C\c1ccccc1)NC(=O)c1cccc2ccccc12	9	0.8	-22	0.4	3	1	5	-21	1
COc1ccc(CNC(=O)C2CCCN(S(=O)(=O)c3ccccc3)C2)cc1 (stereo not drawn)	5	-0.3	0	-0.3	-2	-5	2	5	2
CC(C)=CC(=O)Nc1ccc(Cl)cc1	.	-0.4	.	.	1	2	-8	-11	3
CC(=O)N1CCSc2ccc(S(=O)(=O)Nc3cccc(C)c3)cc21	3	0.4	-5	1.7	0	2	-12	-21	11
COc1cc(CNCc2ccco2)ccc1OCc1ccccc1	-10	0.9	-5	0.3	-5	0	27	-5	6
CC(C(=O)NCC1CCCCC1)N1CCc2ccccc2C1 (stereo not drawn)	-19	-0.2	54*	1.9	-3	-5	-5	11	1
Cc1cccc(-c2nc(CS(=O)CC(=O)NC3CCCC3)c(C)o2)c1 (stereo not drawn)	-4	-0.4	-5	0.0	.	-4	2	-1	-2
Cc1cccc(N2CCN(c3nc(C)cc(C)c3C#N)CC2C)c1 (stereo not drawn)	.	0.1	.	.	10	14	-9	25	3
Cc1ccc(N/C(N)=N/c2nc(C)cc(N3CCCCC3)n2)c(C)c1	-19	3.7	35*	7.8	-8	-16	-83*	-99*	16
C=CCOc1c(Br)cc(C2C3=C(CCCC3=O)N(C)C3=C2C(=O)CCC3)cc1OCC	8	2.0	0	5.2	6	4	-6	10	2
Cn1c(SCC(=O)NC(=O)CN2CCCC2=O)nnc1-c1ccc(F)cc1	-2	-0.1	2	0.2	0	-7	-2	-3	1
COc1cccc(OC)c1NC(=O)Cc1nn(C)c(=O)c2ccccc12	-5	0.3	-6	1.9	-3	-2	14	5	3
CN(Cc1c(C(=O)N2CCc3ccccc3C2)nc2ccc(Cl)cn12)C(C1CC1)C1CC1	2	-1.4	-3	-0.7	2	-2	7	2	1
Cc1cccc(C)c1NC(=O)C1c2cccc[n+]2CC(=O)N1Cc1ccc2c(c1)OCO2 (stereo not drawn)	4	-0.6	.	.	3	-5	1	11	-3
Cc1cccc(C)c1NC(=S)N(CCCN1CCCCC1)Cc1ccco1	-3	0.3	14	0.4	-3	-3	-4	0	3
O=C(CSc1nccc(=O)[nH]1)c1cc2ccccc2o1	6	1.1	-3	0.6	8	10	3	-4	4
NC(=O)CC(NC(=O)c1ccc(Br)cc1)c1ccc(N2CCCCCC2)c([N+](=O)[O-])c1 (stereo not drawn)	.	-0.3	.	.	1	12	.	6	1

# Shown with values under each structure: 10 of the compounds above
# Below each SMILES: D2 PAM	TRHR agonist	D2 antag	D2 ag	D1 PAM	TRHR enhancer	RXFP1 antagonist	D1 antagonist	D1 agonist
> COc1ccc(CNC(=O)C2CCCN(S(=O)(=O)c3ccccc3)C2)cc1 (stereo not drawn)
→ 5	-0.3	0	-0.3	-2	-5	2	5	2
> CC(C)=CC(=O)Nc1ccc(Cl)cc1
→ .	-0.4	.	.	1	2	-8	-11	3
> CC(=O)N1CCSc2ccc(S(=O)(=O)Nc3cccc(C)c3)cc21
→ 3	0.4	-5	1.7	0	2	-12	-21	11
> COc1cc(CNCc2ccco2)ccc1OCc1ccccc1
→ -10	0.9	-5	0.3	-5	0	27	-5	6
> CC(C(=O)NCC1CCCCC1)N1CCc2ccccc2C1 (stereo not drawn)
→ -19	-0.2	54*	1.9	-3	-5	-5	11	1
> Cc1cccc(-c2nc(CS(=O)CC(=O)NC3CCCC3)c(C)o2)c1 (stereo not drawn)
→ -4	-0.4	-5	0.0	.	-4	2	-1	-2
> Cc1cccc(N2CCN(c3nc(C)cc(C)c3C#N)CC2C)c1 (stereo not drawn)
→ .	0.1	.	.	10	14	-9	25	3
> Cc1ccc(N/C(N)=N/c2nc(C)cc(N3CCCCC3)n2)c(C)c1
→ -19	3.7	35*	7.8	-8	-16	-83*	-99*	16
> C=CCOc1c(Br)cc(C2C3=C(CCCC3=O)N(C)C3=C2C(=O)CCC3)cc1OCC
→ 8	2.0	0	5.2	6	4	-6	10	2
> Cn1c(SCC(=O)NC(=O)CN2CCCC2=O)nnc1-c1ccc(F)cc1
→ -2	-0.1	2	0.2	0	-7	-2	-3	1

# Further records follow.
SMILES	D2 PAM	TRHR agonist	D2 antag	D2 ag	D1 PAM	TRHR enhancer	RXFP1 antagonist	D1 antagonist	D1 agonist
CC1=CC(=O)C(C(C)C)=C/C1=N\OC(=O)c1cccc2nc(C)oc12	1	-0.4	.	.	-6	5	.	1	-1
C/C(N)=C(/C#N)C(=O)COC(=O)c1cccc(C)c1O	2	-0.7	-6	-0.3	0	5	8	-9	11
O=C(CCn1cnc2ncccc2c1=O)N1CCN(c2cccc(Cl)c2)CC1	8	-1.1	13	0.2	-2	1	2	-8	0
Cc1cc(C)c(NC(=O)CNC(=O)COC(=O)/C=C/c2cccs2)c(C)c1	-6	1.2	-20	0.7	-11	-6	-4	-2	4
O=C(O)c1ccccc1-c1ccccc1C(=O)Nc1nc2ccccc2s1	9	-0.2	-5	-0.6	-5	-3	-8	3	2
O=CN1CCN(c2ncnc3c2nnn3Cc2c(F)cccc2Cl)CC1	17	0.4	2	0.0	4	-5	9	-13	0
CCNc1nc(NCC)n2c(SC(C)C(=O)c3ccc(C)cc3)nnc2n1 (stereo not drawn)	-2	0.5	3	-0.8	0	-2	-5	5	0
COc1ccc(C(=O)NNC(=O)c2ccc(S(=O)(=O)N3CCCCC3)cc2)cc1	-9	-0.5	0	1.0	-5	-7	-7	-15	1
CCCCOc1ccc(CN(CCO)CCO)cc1[N+](=O)[O-]	-6	1.6	-4	0.8	3	-2	-11	14	7
O=C(Nc1nnc(-c2ccc(Cl)cc2)o1)c1ccc(N2C(=O)CCC2=O)cc1	-2	0.0	-7	-0.5	-4	-22	24	-17	1
CCn1c(COc2ccc(C)cc2)nnc1SCC(=O)Nc1cc(OC)ccc1OC	-4	-1.1	6	-0.6	2	-3	4	-10	0
Cc1cc2c(n1-c1ccc(C(=O)NCCc3ccc(Cl)cc3)cc1)CCCC2	-1	-0.3	.	-0.7	-2	-2	-27	-12	6
COc1ccccc1OP(=O)(O)Oc1ccccc1OC	-4	-0.5	-14	0.4	-1	-2	1	6	2
COCC(COS(N)(=O)=O)C(C)C (stereo not drawn)	-1	0.1	8	1.2	3	15	.	-2	0
Cc1ccc2c(c1)C(=O)CC1(CCCC1)O2	-3	-0.4	-3	0.1	4	10	.	-1	-1
Cc1nc(NC(=O)CSc2nnc(-c3ccccc3)c(-c3ccccc3)n2)c(Cl)cc1Cl	8	1.4	-6	0.8	7	-2	-18	17	5
CC(=O)Nc1ccc(NC(=O)CSc2cn(CC(=O)N(C(C)C)C(C)C)c3ccccc23)cc1	0	-0.1	.	0.3	-2	-2	-40	-6	1
Cc1ccccc1CN1C2=NCCCN2c2ccccc21	8	-0.7	8	0.0	-6	2	6	4	5
Cc1cnc(C)c(N2CCN(Cc3nc(-c4cccc(F)c4F)oc3C)CC2)n1	-20	-1.2	-23	5.3	-3	-2	7	5	3
Cc1ccc(NC(=O)CC2SCCNC2=O)cc1[N+](=O)[O-] (stereo not drawn)	-1	-0.6	-13	-0.8	-3	1	3	9	0
CC(OC(=O)CCC(=O)c1ccc(Cl)s1)C(=O)NC1(C#N)CCCCC1 (stereo not drawn)	-11	0.1	-8	0.0	0	18	-1	2	2
COc1ccc(OC)c(S(=O)(=O)Nc2cccnc2)c1	-2	0.3	-5	0.5	0	-9	1	5	2
O=C(CCNC(=O)C1CCN(S(=O)(=O)c2ccccc2)CC1)NCc1ccc(Cl)cc1Cl	-1	-0.6	1	0.1	-4	-5	6	10	1
COc1ccc(NC(=S)N2CCC(c3ccccc3)C2)cc1 (stereo not drawn)	-4	0.2	1	-1.3	-4	0	0	21	3
O=C(/C=C/c1cccc([N+](=O)[O-])c1)NCc1ccc2c(c1)OCO2	4	-0.5	-7	-0.1	-2	-1	15	9	2
COc1ccccc1C(=O)NCC(=O)OCC(=O)N1CC(C)OC(C)C1 (stereo not drawn)	-5	0.1	-4	0.0	-2	2	-6	-3	1
